ADAM10 inh – inhibitors of human ADAM10; recombinant ADAM10, EDANS/DABCYL FRET peptide cleavage, 3 h; hit rate 0.62% among 370,000; O14672; AID 720582; inhibition, % at 7 µM;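 active means inhibition above a per-campaign cutoff equal to the mean of compounds falling between control-based bounds plus 3 SD, cut at about 20% in these data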;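 further: 0% = DMSO wells while the 100% control is not disclosed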
ASAP1 GAP inh – blocks human ASAP1-stimulated Arf1 GTP hydrolysis | Q9ULH1 | GDP FP detection | inhibition, % at 16.5 µM | hit rate 0.19% among 360,000; in the data active means inhibition above about 25%;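 further: 0% = vehicle with enzyme and substrate and 100% = no enzyme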
TDP2 absorb – blocks human TDP2 phosphodiesterase activity | recombinant TDP2, T5PNP hydrolysis, p-nitrophenol absorbance 415 nm | inhibition, % at 12.8 µM | hit rate 0.34% among 370,000;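 active means inhibition above the mean of all tested compounds plus 3 SD, set per campaign, cut at about 25% in these data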;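 further: 0% = DMSO with enzyme and 100% = buffer with substrate but no TDP2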
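Evaluation: % inhibition relative to enzyme-containing and enzyme-free wells. Material: recombinant human TDP2. Benchmarks: enzyme-free and DMSO wells. Timing: enzyme reaction with compound for 2 h at 37 °C. Compound dosing: 12.8 µM only. Measured by: p-Nitrophenol epi absorbance. Reagent: T5PNP substrate at 5 mM, a TopII-DNA adduct mimic. Replication: single well per compound.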
SIAE inh – human SIAE inhibition, primary screen; Q9HAT2; inhibition, % at 9.66 µM; hit rate 0.69% among 370,000; SIAE FP-Rh probe binding, fluorescence polarization;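 active means inhibition above a cutoff: mean of compounds within the control limits plus 3 SD of those, cut at about 17% in these data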;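 further: 0% = plate median of compound wells and 100% = probe without SIAE protein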
PLCg1 inh – blocks human PLC-gamma1 enzyme activity | P19174 | purified PLC-gamma1, fluorogenic substrate, fluorescence | inhibition, % at 12.2 µM | hit rate 0.84% among 370,000; in the data active means inhibition above about 9.5%
ADAM17 inh – ADAM17 inhibition, QFRET primary screen; P78536; hit rate 0.83% among 370,000; recombinant ADAM17, EDANS/DABCYL FRET peptide cleavage; AID 720648; inhibition, % at 6.95 µM;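 active means inhibition above the mean of compounds lying between control limits plus 3 SD, set per campaign, cut at about 8.5% in these data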;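 further: 0% = DMSO-only wells as the low control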
PLC-beta3 inh – inhibitors of human phospholipase C beta3. Q01970. Purified PLC-beta3, fluorogenic substrate, fluorescence. inhibition, % at 12.2 µM. hit rate 0.18% among 370,000; in the data active means inhibition above about 11%;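 further: 0% = median of compound wells on plate and 100% = full blocker control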
Target sequence (Q01970 whole entry, looked up): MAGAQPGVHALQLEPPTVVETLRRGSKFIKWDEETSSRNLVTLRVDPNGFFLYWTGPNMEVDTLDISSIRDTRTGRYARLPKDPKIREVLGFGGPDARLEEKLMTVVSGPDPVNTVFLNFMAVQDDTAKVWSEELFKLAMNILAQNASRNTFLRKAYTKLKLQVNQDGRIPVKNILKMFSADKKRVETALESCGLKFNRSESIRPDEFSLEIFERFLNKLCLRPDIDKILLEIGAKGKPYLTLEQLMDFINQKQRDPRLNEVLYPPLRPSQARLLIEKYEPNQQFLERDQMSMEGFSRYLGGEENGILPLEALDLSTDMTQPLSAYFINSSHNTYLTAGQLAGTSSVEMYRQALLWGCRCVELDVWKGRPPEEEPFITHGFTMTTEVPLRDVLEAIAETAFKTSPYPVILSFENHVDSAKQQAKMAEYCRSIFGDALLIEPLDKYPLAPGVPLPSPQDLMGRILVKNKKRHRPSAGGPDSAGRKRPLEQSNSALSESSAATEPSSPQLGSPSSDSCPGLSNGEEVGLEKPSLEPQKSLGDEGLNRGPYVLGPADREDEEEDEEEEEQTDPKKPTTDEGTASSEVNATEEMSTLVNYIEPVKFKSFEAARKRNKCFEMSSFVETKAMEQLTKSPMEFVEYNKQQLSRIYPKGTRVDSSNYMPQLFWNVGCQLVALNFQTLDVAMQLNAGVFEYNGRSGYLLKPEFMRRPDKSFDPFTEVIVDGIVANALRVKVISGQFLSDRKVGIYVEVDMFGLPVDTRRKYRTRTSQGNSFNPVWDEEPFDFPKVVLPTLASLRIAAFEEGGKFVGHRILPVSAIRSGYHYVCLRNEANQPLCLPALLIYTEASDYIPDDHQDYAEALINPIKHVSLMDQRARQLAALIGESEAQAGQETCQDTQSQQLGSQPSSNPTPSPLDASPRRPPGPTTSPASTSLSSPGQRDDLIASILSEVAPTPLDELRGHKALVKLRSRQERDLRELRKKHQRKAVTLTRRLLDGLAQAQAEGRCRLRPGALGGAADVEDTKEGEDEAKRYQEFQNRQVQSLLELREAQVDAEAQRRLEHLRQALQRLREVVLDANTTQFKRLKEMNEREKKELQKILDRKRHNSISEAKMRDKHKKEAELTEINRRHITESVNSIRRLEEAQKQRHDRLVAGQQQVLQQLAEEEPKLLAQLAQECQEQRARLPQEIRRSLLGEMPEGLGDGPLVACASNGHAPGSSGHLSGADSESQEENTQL
ARFGAP1 inh – inhibitors of rat ARFGAP1 | inhibition, % at 16.5 µM | Arfgap1-stimulated ARF1 GTP hydrolysis, GDP FP detection | hit rate 0.26% among 360,000 | Q62848 | AID 651572;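 active means inhibition above a per-plate limit, mean inhibition of low control wells plus 3 SD, cut at about 25% in these data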;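 further: 0% = DMSO wells with enzyme and 100% = wells lacking Arfgap1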
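Material: rat Arfgap1 catalytic domain, aa 1-136; also added: human ARF1(Δ1-17)-GTP substrate; compound dosing: one concentration, 16.5 µM, DMSO 1.26%; incubation: GTP hydrolysis reaction 2 h at 25 °C; measured by: Tracer-displacement fluorescence polarization with EDTA stop, 620/688 nm; evaluation: % inhibition from polarization; repeats: one replicate per compound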
Tn6 DDE FP – disrupts Tn6 cyclic peptide binding to fibrin D-Dimer-E complex. hit rate 0.21% among 370,000. Fibrin DD(E) TRITC-Tn6 fluorescence polarization displacement. inhibition, % at 8.3 µM. P02675. AID 720509;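 active means inhibition above a per-campaign cutoff: mean of compounds within control limits plus 3 SD, cut at about 15% in these data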;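 further: 0% = median of all compound wells on the plate and 100% = blocking peptide control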
Tn7 DDE FP – inhibitors of Tn7 peptide binding to human fibrin DD(E). P02675. FP displacement of FITC-Tn7 peptide from fibrin DD(E); 0% = median of compound wells per plate. inhibition, % at 8.3 µM. hit rate 0.13% among 370,000;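 active means inhibition above the mean of compounds falling within the control limits plus 3 SD of them, cut at about 14% in these data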;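 further: 0% = plate median of compound wells and 100% = 10 µM Aha-Tn7 peptide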
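system = human fibrin DD(E) protein | quantity = DD(E) 2 µM final | medium = Tris/NaCl/CaCl2 buffer, pH 7.8 | also added = labelled Tn7 tracer, 0.1 µM | compound dosing = single point at 8.3 µM | timing = compound with protein 10 min, then 3 h after probe, room temperature | signal = FP measurement | benchmarks = Aha-Tn7 high control | repeats = one replicate per compound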
* = called active by the depositor; i = inactive.

SMILES	ADAM17 inh	Tn6 DDE FP	Tn7 DDE FP	PLC-beta3 inh	SIAE inh	ASAP1 GAP inh	ARFGAP1 inh	PLCg1 inh	ADAM10 inh	TDP2 absorb
CO/C=C\C=C/c1nnn(-c2ccc(Cl)cc2)n1	3.6	-4.1	-5.9	-1.8	-1.2	8.3	2.5	0.2	7.6	-9.4
O=C(Nc1ccccn1)c1sc2cccc(F)c2c1Cl	4.4	-6.9	-0.5	-7.2	-8.0	-8.7	3.6	5.7	2.4	-14.4
COCCN(C(=O)COc1ccccc1)c1nnc(-c2cccnc2)s1	5.1	1.4	-5.4	-2.0	2.7	-0.8	13.9	-1.5	0.2	-5.6
Cc1cc(Nc2ccc(C)c(F)c2)n2ncnc2n1	0.2	-1.5	2.6	1.1	-7.1	-19.3	-0.4	-0.7	-7.4	0.9
COc1ccc(C(C)(C)C)cc1NC(=O)COC(=O)c1ccc([N+](=O)[O-])o1	-0.6	-4.7	1.2	1.5	-4.9	-0.3	1.9	2.8	9.8	2.0
CCc1c(C)sc(NC(=S)Nc2nc(C)cc(C)n2)c1C(=O)OC	-0.5	12.9	1.3	3.7	-0.8	15.2	-4.4	2.5	-4.3	-6.3
CC(C)c1ccc(NC(=O)COC(=O)/C=C/c2cccc([N+](=O)[O-])c2)cc1	-0.9	-3.5	-0.6	-0.9	-2.8	-12.7	12.8	0.7	7.6	-2.2
COc1ccc(-n2cnnc2SCC(=O)c2cc(C)n(Cc3cccs3)c2C)cc1	0.6	10.4	7.1	-4.7	-0.6	-13.3	-6.3	-1.0	11.6	5.7
O=C(CNC(=O)C1CCCCC1)OCc1cc(=O)oc2ccc3ccccc3c12	-212.3	3.3	2.2	-184.0	-5.6	-8.6	9.1	-153.9	i	-20.1
CCOc1ccc(-n2cc(C(=O)N3CCC(C)CC3)c3cc(OC)c(OC)cc3c2=O)cc1	-4.2	6.6	1.6	-3.4	-5.1	2.6	-10.0	-0.3	-9.2	-6.6
COc1ccc(C(=O)NCC(=O)OCC(=O)Nc2ccc(C)c(S(=O)(=O)N(C)C)c2)cc1OC	0.6	-3.3	1.7	4.7	-2.4	2.7	-1.4	1.1	8.0	-12.3
COc1ccc(CCNC(=O)Cn2nnc(-c3cccs3)n2)cc1OC	-0.7	-3.9	1.9	-55.0	-3.3	1.7	-1.6	1.3	0.9	-12.9
O=C(NNc1ccccc1Br)C(O)(c1cccc(C(F)(F)F)c1)c1cccc(C(F)(F)F)c1	25.1*	-3.7	-14.8	7.7	-40.1	9.9	-9.6	7.5	48.6*	-14.3
CNC(=O)Cn1nc(-c2ccc(C)c(S(=O)(=O)N(C)C)c2)c2ccccc2c1=O	-6.3	-3.6	-5.7	-0.7	-1.9	4.7	2.2	-1.3	-4.0	-0.5
COc1ccc(/C(O)=C2/C(=O)C(=O)N(CCN(C)C)C2c2ccc(C)cc2)cc1Cl (stereo not given)	-0.9	-2.5	-2.6	-6.3	0.9	16.3	3.9	-5.2	-2.3	1.7
Cc1ccc(NC2=NCC(=O)N2C2CCCC2)c(C)c1	-5.5	-0.1	-8.7	-1.2	-2.9	5.1	8.7	0.1	-0.1	8.1
O=C(COC(=O)c1ccc(Br)o1)Nc1cccc(S(=O)(=O)N2CCCCCC2)c1	9.8*	-12.4	0.3	1.3	-32.8	0.6	-3.0	1.1	11.6	-9.5
COc1ccc(S(=O)(=O)N2CCN(C(=O)CNC(=O)c3ccc4c(c3)OCO4)CC2)cc1	-1.9	2.8	3.5	-3.2	2.9	-4.6	-1.7	2.4	-2.6	-0.6
COc1ccc(OC)c(NC(=O)c2cc3oc4ccccc4c3cc2O)c1	-7.0	0.9	-3.3	-75.4	-0.9	-14.6	7.7	-56.9	-10.7	4.5
COc1cc(OC)cc(C(=O)NC(=S)NNC(=O)Cc2cccs2)c1	2.5	-6.8	-6.8	6.0	-6.2	3.3	-6.5	7.0	13.2	-15.3
O=C(CCN1C(=O)/C(=C/c2ccc(Cl)cc2)SC1=S)NC1C=CS(=O)(=O)C1 (stereo not given)	-1.7	3.2	-3.4	-4.3	3.0	-9.0	-5.8	-0.1	6.5	-5.2
COc1ccc(C2C3=C(CC(C)(C)CC3=O)Nc3c2c(=O)[nH]c2nc(C)nn32)cc1 (stereo not given)	-9.0	-0.7	-6.1	-56.1	0.2	14.5	7.0	-39.7	-33.2	12.5
COc1ccc(/C=N/Nc2ccccc2)cc1Cn1nc(C)c([N+](=O)[O-])c1C	3.8	-3.4	-6.7	5.6	1.9	-6.1	12.2	1.3	17.9	-6.0
CC(=O)N1CCc2c(sc(NC(=O)C3CCCCC3)c2C(N)=O)C1	-31.1	2.9	2.5	-21.2	-1.3	2.5	2.6	-16.8	-142.1	8.9
CCCOc1ccc(C2c3c(oc4cc(C)c(C)cc4c3=O)C(=O)N2CCCN(C)C)cc1OCC (stereo not given)	-6.9	2.7	-5.8	-55.8	-0.8	-9.1	4.9	-40.9	-19.9	-15.7
CC1CCCN(C(=O)NC2CC(=O)N(c3ccc4c(c3)OCCO4)C2)C1 (stereo not given)	-10.2	4.2	-2.5	-6.6	-0.1	1.7	-4.2	-1.7	-12.4	14.3
COc1ccc(NC(=O)C#Cc2ccccc2)cc1OC	-0.7	-4.2	-2.2	-2.3	-2.2	7.0	3.4	-1.5	0.4	10.0
COc1ccc(C(=O)/C=C/c2ccc(OC)c(Cn3nnc4ccccc43)c2)cc1	-6.0	-10.1	3.0	-13.2	-25.0	2.2	2.7	-7.3	-15.8	4.3
COCC1CCN(C(=O)c2cc(COc3cc(C)c(Cl)c(C)c3)on2)C1 (stereo not given)	3.0	-1.0	2.6	-6.7	-4.5	2.8	8.7	0.6	6.1	-2.5
CCCS(=O)(=O)N1CCCC(C(=O)NCCc2ccccc2)C1 (stereo not given)	-6.0	-0.3	1.5	-5.0	-4.3	2.1	-10.7	1.1	-1.6	-8.9

Three compounds out of the list above, arranged by their value in ADAM10 inh, high to low.
SMILES	ADAM17 inh	Tn6 DDE FP	Tn7 DDE FP	PLC-beta3 inh	SIAE inh	ASAP1 GAP inh	ARFGAP1 inh	PLCg1 inh	ADAM10 inh	TDP2 absorb
COc1cc(OC)cc(C(=O)NC(=S)NNC(=O)Cc2cccs2)c1	2.5	-6.8	-6.8	6.0	-6.2	3.3	-6.5	7.0	13.2	-15.3
Cc1cc(Nc2ccc(C)c(F)c2)n2ncnc2n1	0.2	-1.5	2.6	1.1	-7.1	-19.3	-0.4	-0.7	-7.4	0.9
COc1ccc(OC)c(NC(=O)c2cc3oc4ccccc4c3cc2O)c1	-7.0	0.9	-3.3	-75.4	-0.9	-14.6	7.7	-56.9	-10.7	4.5

The results go on.
SMILES	ADAM17 inh	Tn6 DDE FP	Tn7 DDE FP	PLC-beta3 inh	SIAE inh	ASAP1 GAP inh	ARFGAP1 inh	PLCg1 inh	ADAM10 inh	TDP2 absorb
O=C(CCCOc1ccc(Cl)cc1Cl)N/N=C/c1ccccc1O	-0.5	4.2	7.0	-18.9	2.6	1.9	-1.6	-17.1	2.6	-6.7
CCN1C[C@@H]2[C@@H]3C(=O)N(C)C(=O)[C@@H]3[C@](CC)(C(=O)OC)N2C1=NC	-1.3	1.4	4.5	2.9	-4.3	12.2	6.6	1.6	-0.8	0.2
Cc1ccc(S(=O)(=O)Nc2c(C)nc3nc(C)[nH]n3c2=O)cc1	-4.5	1.3	0.9	-8.6	2.9	-12.9	-0.9	0.4	3.9	-1.0
O=C(OCc1nc2ccsc2c(=O)[nH]1)c1ccco1	-1.5	-4.3	5.6	-10.5	5.0	-0.1	-9.3	-3.1	-3.3	-7.7
Cc1nc(=O)c(-c2ccccc2)c(C)n1-c1cccc(C(=O)O)c1	1.5	2.5	-6.0	0.6	-4.0	-10.3	4.0	4.9	-1.5	-15.8
O=C(NCc1ccco1)c1cc(-c2ccc(Cl)cc2)on1	-3.8	6.2	-11.9	0.4	-5.6	4.8	-8.7	0.4	-3.2	7.1
CC1(C(=O)O)CCCN1C(=O)c1cc2ccccc2s1 (stereo not given)	-1.5	-5.2	-9.3	-12.8	-0.1	-1.6	0.0	-10.9	-14.8	0.6
CC(C)(C)C1=Nn2c(nnc2C2CCCCC2)SC1	-2.8	4.4	5.3	0.4	1.6	-21.5	-4.8	-2.2	0.9	3.4
CC(=O)c1ccc(OCc2c(-c3ccccc3)nnn2CC(=O)NS(=O)(=O)c2ccc(C)cc2)cc1	-1.1	0.1	-2.9	0.0	1.1	0.5	-6.7	2.4	-3.6	-3.3
CC(C)NC(=O)C1(C)CN(S(C)(=O)=O)CC(=O)N1C1CCN(Cc2ccccc2)CC1 (stereo not given)	-0.2	0.1	-0.6	5.6	-3.1	-5.1	-1.1	3.4	4.0	-5.0
CCOc1cccc(C(=O)N(Cc2ccco2)C2CCS(=O)(=O)C2)c1 (stereo not given)	-0.6	2.4	-6.1	-1.3	-4.8	8.2	9.4	-1.6	-8.2	-1.6
O=C(CNC(=O)c1cccs1)NCC(=O)OCC(=O)c1ccc([N+](=O)[O-])cc1	-5.9	1.9	3.6	-0.5	-3.3	-0.6	6.0	-0.3	-7.0	-6.2
O=C(COC(=O)Cc1c[nH]c2ccccc12)Nc1cccc(Br)c1	11.2*	0.8	-8.0	1.9	-12.4	0.4	16.3	0.1	26.4*	-7.7
CC1=C(C(=O)Nc2ccccc2C)C(c2ccccc2)NC(=O)N1 (stereo not given)	-0.9	9.4	2.8	0.8	-3.1	-4.2	-1.3	1.4	-0.6	-4.3
Cc1ccsc1/C=C1\SC(=S)N(CC2CCCO2)C1=O (stereo not given)	-1.6	-5.7	-5.5	-1.6	-3.6	0.9	6.9	4.2	11.9	9.0
CC1CN(CC(O)c2ccc(Br)cc2)CCO1 (stereo not given)	-6.2	-1.0	4.6	-1.5	4.6	8.9	-14.3	0.1	-4.7	8.3
Cc1ccc(NC(=O)CSc2ccc(C(N)=O)cc2[N+](=O)[O-])cc1	-2.2	-0.3	2.4	2.2	0.6	1.3	3.0	3.2	-3.3	6.2
CC1CCN(C(=O)/C(=C\c2cccs2)NC(=O)c2ccccc2)CC1	-3.1	0.9	-6.0	-4.0	-4.7	4.4	2.9	-2.9	-15.6	-0.4
O=C(CSc1nnnn1C1CC1)Nc1ccc(S(=O)(=O)N2CCOCC2)cc1	-1.6	-1.5	4.6	3.3	1.1	-1.1	-1.3	-0.2	-7.3	0.8
CCOC(=O)CSc1nc2ccccc2c(=O)n1NC(=O)c1ccccc1	-1.2	3.7	0.6	-3.0	-1.7	15.5	4.1	1.3	-4.9	-0.7
NC(=O)C1CCN(c2oc(-c3cccs3)nc2S(=O)(=O)c2ccc(Br)cc2)CC1	2.1	9.7	-2.5	6.0	1.4	9.5	-3.2	3.5	10.1	4.5

Bioassay records as filed in PubChem.
